Screens as filed in PubChem BioAssay.
GAA glycogen mod – GAA glycogen-cleavage inhibition or activation. P10253. recombinant GAA, glycogen substrate, Amplex Red glucose oxidase fluorescence. Potency, µM (highest dose often 76.4 µM), inactives show at the top dose activity change, negative = inhibition, most hits filed as inhibitors. actives 0.38% (n = 300,000); active = well fitted inhibition curve with a large enough effect; inconclusive = small, poorly fitted or top-dose-only effect, or another doubt; inactive = no such curve, though single readings can be large or run the other way;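 also: 0% = full enzyme reaction and -100% = no-enzyme basal signal; the screen sought inhibitors and activators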
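Recombinant human alpha-glucosidase (4 nM final) hydrolysed bovine liver glycogen (30 ug) for 40 min at 37 C in pH 5.0 citrate/phosphate with 0.01% Tween-20. Released glucose detected by glucose oxidase/Amplex Red, Ex 573/Em 610 nm. Compounds up to 77 uM; AC50 from Hill fits.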
Starred values were filed as active, the others as inactive; ? = inconclusive; [ ] = another dose, or the depositor's remark. Potency is read from the fitted curve at half-maximal effect. These rows are one share of the data. The share of hits here may be higher or lower than overall.

SMILES	GAA glycogen mod
CCOc1ccc(CCNC(=O)c2cc([N+](=O)[O-])ccc2N2CCOCC2)cc1OCC	6%[76.3 µM]
COc1cc(CN2CCc3ccc(NC(=O)CCc4ccccc4OC)cc3C2)ccc1O	-2%[76.3 µM]
Cc1cccc(C)c1NC(=O)NC1CCc2ccccc21 (centres undefined)	4%
Cc1nc(SCC(=O)Nc2ccccc2Cl)oc1C	2%[76.3 µM]
Nc1c(-c2ccccc2)sc2ccc3ccccc3[n+]12	?
C=CCn1c(N)cc(=O)nc1SCC(=O)Nc1ccc(C(=O)OC)cc1	-5%[76.3 µM]
COc1ccc(/C=N/N(CCC(=O)NC(C)(C)C)C2=NS(=O)(=O)c3ccccc32)cc1	-8%
CC(NC(=O)C1CCN(C(=O)[C@@H]2Cc3ccccc3CN2C(=O)OC(C)(C)C)CC1)c1ccccc1 (some centres undefined)	0%[76.3 µM]
COc1ccccc1NC(=O)CCC(=O)OCC(=O)c1ccc(C)c([N+](=O)[O-])c1	-12%[76.3 µM]
Cc1ccc(CNC(=O)CN(C(=O)C2(C)CC(=O)N=C3C=CC=CN32)c2cccc(C)c2C)cc1 (centres undefined)	-1%[76.3 µM]
Cc1cc(/C=C2/SC(=O)N(CC(=O)N3CCCC3)C2=O)c(C)n1C	-4%
COc1ccc(S(=O)(=O)N2CC(C(=O)O)Oc3ccc(Cl)cc32)cc1 (centres undefined)	1%
O=C(O)c1ccc(-c2nnc(-c3ccccc3)o2)cc1	-3%
Cc1noc(C)c1C(=O)Nc1nc2ccc(S(C)(=O)=O)cc2s1	-5%[76.3 µM]
O=C(NC(=S)Nc1cccnc1)c1ccccc1	3%
CCN(Cc1cc2ccccc2[nH]c1=O)S(=O)(=O)c1ccc(OC)cc1	-5%[76.3 µM]
CC1CCN(C(=O)CCNS(=O)(=O)c2ccc3c(c2)c(=O)n(C)c(=O)n3C)CC1	-6%[76.3 µM]
CCNC(=O)N1CCC(n2nccc2NC(=O)CCOc2ccccc2)CC1	-4%[76.3 µM]
COc1ccccc1CN1CC(C(=O)N2CCOCC2)CCC1=O (centres undefined)	1%[76.3 µM]
CC(Sc1nnc(-c2ccccc2F)n1C1CC1)C(=O)NC(N)=O (centres undefined)	7%[76.3 µM]
COc1ccc(-n2nc(C(=O)NCC(=O)NC3CCCCC3)c3ccccc3c2=O)cc1	0%
O=C(N/N=C/c1ccccc1F)c1ccccc1OCc1ccccc1	-16%
CCC(Sc1nc(-c2ccccc2)c(-c2ccccc2)[nH]1)C(=O)O (centres undefined)	-6%
O=C(c1ccc2oc(Cc3ccc(Cl)cc3)nc2c1)N1CCCCC1CCO (centres undefined)	-5%[76.3 µM]

A draw from above in order of SMILES length, ascending.
SMILES	GAA glycogen mod
O=C(O)c1ccc(-c2nnc(-c3ccccc3)o2)cc1	-3%
Cc1noc(C)c1C(=O)Nc1nc2ccc(S(C)(=O)=O)cc2s1	-5%[76.3 µM]
CCN(Cc1cc2ccccc2[nH]c1=O)S(=O)(=O)c1ccc(OC)cc1	-5%[76.3 µM]
COc1ccc(-n2nc(C(=O)NCC(=O)NC3CCCCC3)c3ccccc3c2=O)cc1	0%

(list continues)
SMILES	GAA glycogen mod
COc1ccc(C)cc1NC(=O)c1ccc(S(=O)(=O)N2CCCCC2)cc1	6%
COCCCNc1nc2ccccc2nc1NS(=O)(=O)c1ccc(OC)cc1	3%
COCCNC(=O)[C@H]1N2C(=O)c3c(ccc(OC)c3OC)C2SC1(C)C (some centres undefined)	3%
COc1ccccc1NC(=O)Cn1cnc2c(oc3nc4c(cc32)CCCC4)c1=O	0%[76.3 µM]
O=C1Nc2cccnc2N(C(=O)CCl)c2ccccc21	-1%
CCn1cc2nc(SCC(=O)Nc3ccccc3F)n(Cc3ccccc3)c(=O)c2n1	-7%[76.3 µM]
O=C(CCCn1nnnc1CN1CCOCC1)N1CCC(c2ccccc2F)C1 (centres undefined)	-18%[76.3 µM]
CCCC(C(=O)NC(C)(C)CC)N(Cc1ccco1)C(=O)CNS(=O)(=O)c1ccccc1 (centres undefined)	-2%
CS(=O)(=O)c1ccc(Cl)c(C(=O)NCC2CCCCC2)c1	4%
N#C/C(=C\c1ccc2c(c1)OCCO2)C(=O)Nc1ccc(C(=O)O)cc1	2%
O=C(N[C@@H](Cc1ccccc1)C(=O)O)c1cccs1	-5%[76.3 µM]
CCc1c(C(=O)N/N=C/c2cccs2)nnn1-c1nonc1N	-2%
O=C(c1ccc(COc2ccccc2Cl)o1)N1CCOCC1	-7%[76.3 µM]
CCOC(=O)CC1(NC(=O)C2CCC(=O)N(CCc3ccccc3)C2)CCCCC1 (centres undefined)	1%[76.3 µM]
COc1ccc(C(=O)Nn2c(C)nc3ccccc3c2=O)cc1	8%
COc1ccc(-n2cc3ccc([N+](=O)[O-])cc3n2)cc1	-6%
Cc1cc(F)ccc1NC(=O)CCc1c(C)nn(-c2ccc(N3CCCCC3)nn2)c1C	-1%[76.3 µM]
Cc1ccc(S(=O)(=O)Oc2ccc(/C=N/N=C3/NC(=O)C(CC(=O)O)S3)cc2)cc1[N+](=O)[O-] (centres undefined)	-6%[76.3 µM]
O=C(NC(=S)Nc1ccc(Cl)cc1Cl)C1CC1	-3%[76.3 µM]
CC1Cc2ccccc2N1C(=O)c1ccc2nccnc2c1 (centres undefined)	-2%[76.3 µM]
COc1ccc(OC)c(/C=N/NC(=O)C(=O)N2CCCCCC2)c1	1%[76.3 µM]
O=C(O)c1ccccc1NC(c1ccccc1)c1ccc(Cl)cc1 (centres undefined)	7%
COc1cccc(C(=O)N2CCN(C(=O)C3COc4ccccc4O3)CC2)c1 (centres undefined)	-1%[76.3 µM]
COc1ccc(Cl)cc1NC(=O)c1nnn(CC(=O)Nc2cc(C)cc(C)c2)c1N	-6%[76.3 µM]

Single entries from the entries so far.
`Cc1ccc(S(=O)(=O)Oc2ccc(/C=N/N=C3/NC(=O)C(CC(=O)O)S3)cc2)cc1[N+](=O)[O-]` (centres undefined) – GAA glycogen mod = -6%[76.3 µM]
`O=C(c1ccc(COc2ccccc2Cl)o1)N1CCOCC1` – GAA glycogen mod = -7%[76.3 µM]
`O=C(NC(=S)Nc1ccc(Cl)cc1Cl)C1CC1` – GAA glycogen mod = -3%[76.3 µM]
`O=C(O)c1ccccc1NC(c1ccccc1)c1ccc(Cl)cc1` (centres undefined) – GAA glycogen mod = 7%
`CC1Cc2ccccc2N1C(=O)c1ccc2nccnc2c1` (centres undefined) – GAA glycogen mod = -2%[76.3 µM]

The results go on:
SMILES	GAA glycogen mod
CCOc1ccc2nc(N3CCCC(C(=O)NCCCN4C(C)CCCC4C)C3)sc2c1 (centres undefined)	-15%[76.3 µM]
CCN(CC)CCN1c2ccccc2Sc2ccccc21	-1%[76.3 µM]
CN1C(=O)C2(OCC(CO)([N+](=O)[O-])CO2)c2ccccc21 (centres undefined)	0%
Cc1cc(C(=O)Nc2ccccc2C(=O)O)ccc1NC(=O)COc1cccc(C)c1C	-5%[76.3 µM]
O=C(c1cnn2c(C(F)F)cc(-c3ccccc3)nc12)N1CCN(Cc2ccc3c(c2)OCO3)CC1	-1%[76.3 µM]
COc1ccc(OCC(=O)NCCNC(=O)c2ccccn2)cc1	-1%
CN(C)S(=O)(=O)c1cc(NC(=O)COC(=O)CCc2ccccc2)ccc1Cl	0%
CCOC(=O)Nc1ccc2c(CN3CCC(C(=O)OC)CC3)cc(=O)oc2c1	5%
CC(C)(CC(=O)O)CC(=O)N1CCCN(c2nccc(C(F)(F)F)n2)CC1	0%
Cc1cccc(NC(=O)c2ccc(N3C(=O)C4CCCCC4C3=O)cc2)c1C (centres undefined)	-7%[76.3 µM]
CCOc1ccc(NC(=O)NNC(=O)c2cc3ccccc3cc2O)cc1	-4%[76.3 µM]
CSc1ncc(Cl)c(C(=O)Nc2cccc(Cl)c2)n1	6%
Cc1cccc(-c2nc(Nc3ccc(O)cc3)c3ccccc3n2)c1	?
CCOC(=O)C1CCN(C(=O)CN2C(=O)C(C(C)C)Oc3ccccc32)CC1 (centres undefined)	-4%
O=C(NC1CCCc2ccccc21)c1ccccn1 (centres undefined)	1%[76.3 µM]
CCCCCCCNC(=O)CN1C(=O)CSc2ccc(S(=O)(=O)N3CCOCC3)cc21	-11%[76.3 µM]
COc1ccc(N2CCN(CCNC(=O)Nc3cc(Cl)ccc3OC)CC2)cc1	1%
COc1ccc(S(=O)(=O)N/N=C(/C)c2ccncc2)cc1OC	-11%[76.3 µM]
O=C(c1ccc2c(c1)OCO2)C1CCCN(Cc2cccc(C(F)(F)F)c2)C1 (centres undefined)	-8%[76.3 µM]
CC(=O)c1cccc(NC(=S)NC2CCCCCCC2)c1	-14%[76.3 µM]
O=C(N/N=C/c1cccnc1)c1cc2ccccc2cc1O	3%[76.3 µM]
COc1ccccc1N1CCN(C2CCCN(S(=O)(=O)c3cccc(Cl)c3)C2)CC1 (centres undefined)	-1%[76.3 µM]
Cc1ccc2oc(C(=O)NCc3ccccc3)cc(=O)c2c1	-4%
C/C(=N\NC(=O)c1cc(-c2ccc(Cl)s2)[nH]n1)c1ccncc1	-7%[76.3 µM]
O=C(CC1C(=O)NCCN1Cc1ccccc1C(F)(F)F)NCCN1CCOCC1 (centres undefined)	-5%[76.3 µM]
COc1ccccc1N1CCN(C(=O)c2sc3ncnc(N4CCN(c5ccccn5)CC4)c3c2C)CC1	-1%
COc1ccc(CSc2nnnn2-c2ccc(O)cc2)cc1F	-6%[76.3 µM]
COc1cc(/C=N/NC(=O)COc2ccc([N+](=O)[O-])cc2)ccc1OCC(=O)N1CCOCC1	-2%
O=C(Nc1ccsc1C(=O)O)c1ccc(Cl)cc1	1%
CCOCCCN(C(=O)CCC(=O)Nc1cc(C)on1)C(C(=O)NC(C)(C)C)c1ccccc1Cl (centres undefined)	-3%
Cc1ccc(C(=O)N/N=C\c2cc3c(cc2Br)OCO3)cn1	4%
C=CCN1CCN(C(=O)c2ccc(-c3ccccc3)cc2)CC1	-2%[76.3 µM]
CCN(CC)C(=O)CSc1n[nH]c(=O)n1CCc1ccccc1	9%
CC(C)CNC(=O)COCc1cc(-c2ccc3c(c2)OCO3)on1	4%
O=C(/C=C/c1cccs1)NCc1ccc2c(c1)OCO2	4%
CCC(C)c1ccc(NC(=S)N2CCN(S(C)(=O)=O)CC2)cc1 (centres undefined)	-1%[76.3 µM]

Compounds shown so far that have a furan ring, fused or not:
SMILES	GAA glycogen mod
COc1ccccc1NC(=O)Cn1cnc2c(oc3nc4c(cc32)CCCC4)c1=O	0%[76.3 µM]
CCCC(C(=O)NC(C)(C)CC)N(Cc1ccco1)C(=O)CNS(=O)(=O)c1ccccc1 (centres undefined)	-2%
O=C(c1ccc(COc2ccccc2Cl)o1)N1CCOCC1	-7%[76.3 µM]

Carrying on.
SMILES	GAA glycogen mod
COc1cc(/C=N/NC(=O)c2ccncc2)ccc1OC(=O)c1cccc(Br)c1	3%
CCc1ccc(CN(C)C(=O)C2CCC(=O)N(CCCN3CCCC3=O)C2)cc1 (centres undefined)	-9%[76.3 µM]
COc1ccc(C(=O)NC2CCN(CC(=O)NCc3ccccc3)CC2)cc1	-7%
O=c1[nH]cc(-c2ccc(Br)cc2)n1Cc1ccccc1	-2%
COc1ccc(CNc2ccc3c(c2)CCC3)cc1Br	-2%[76.3 µM]
CCSc1nnc(NC(=O)CSc2sc3c(O)cc(=O)[nH]c3c2C#N)s1	1%
Cc1ccc(S(=O)(=O)N2CCC(C(=O)NC3CC(C)(C)NC(C)(C)C3)CC2)cc1	-2%[76.3 µM]
Cn1c(COc2ccc(Cl)cc2)nnc1SCC(=O)NC1CCCC1	5%
COc1ccccc1CNC(=O)N1CCN(c2ccccc2Cl)CC1	1%
COc1ccc(/C=N/NC(=O)c2cccnc2)c2ccccc12	-2%
CCCCn1c(C)cc2c(c1=O)C1O[C@](c3ccsc3)(Cc3ccccc31)O2	-2%[15.3 µM]
COc1ccc(-n2c(=S)[nH]c3cc(C(=O)Nc4ccc(C)c(F)c4)ccc3c2=O)c(OC)c1	-9%
O=C(CN(C(=O)CNS(=O)(=O)c1ccc(F)cc1)c1ccc(F)cc1)NCc1ccco1	-1%
Cc1c(C(=O)NC2CCC(C)CC2)oc2ccccc12 (centres undefined)	-6%[76.3 µM]
CCOc1ccc(-c2nc(N)nc(C)c2-c2ccc(Cl)cc2)c(O)c1	4%
Cc1ccccc1CNC(=O)C(=O)NCC1OCCCN1S(=O)(=O)c1ccc(F)cc1C (centres undefined)	-2%[76.3 µM]
COc1ccc2[nH]c3c(c2c1)CCN1C(=O)N([C@@H](C)C(=O)NC2CCCCC2C)C(=O)[C@]31C (some centres undefined)	18%[76.3 µM]
CCCCCC/C=N/Nc1nnc(Cc2ccccc2)c(=O)[nH]1	-1%
Cc1ccc(S(=O)(=O)NNC(=O)c2ccc(NC(=O)C3CC3)cc2)cc1	2%[76.3 µM]
COc1cc2c(cc1OC)CN(C(=O)c1oc3ccccc3c1C)CC2	6%
COC(=O)c1ccc(NC(=O)CCc2nnc3ccc(N4CCC5(CC4)OCCO5)nn23)cc1	-2%[76.3 µM]
Cc1ccc(C(=O)N/N=C\c2ccc(OC(=O)c3cccc(F)c3)cc2)cn1	-11%
COc1ccc(C(C(=O)NC2CCCC2)N(Cc2ccccc2)C(=O)c2snc(C(N)=O)c2N)cc1OC (centres undefined)	3%
COc1ccc(Cl)cc1-n1c(=S)sc2c(=O)[nH]c(SCC(=O)C(C)(C)C)nc21	-5%
CC(Sc1ccccc1)C(=O)N1CCN(S(=O)(=O)c2ccccc2C(F)(F)F)CC1 (centres undefined)	4%[76.3 µM]
O=C(N/N=C\c1cccnc1)c1ccc(Cl)cc1Cl	6%
COc1cccc(-c2nc(C(=O)NCCCN3CCOCC3)cc3c2[nH]c2ccccc23)c1	-9%[76.3 µM]
COCCCNC(=S)NNC(=O)c1cc(-c2cccnc2)nc2ccccc12	?
COc1ccc(C(=O)NC(=S)N(C)C2CCCCC2)cc1Br	1%[76.3 µM]
